Bioassay records (PubChem)
Scp-1 inhibitor = Scp-1 (human) phosphatase inhibition; Q9GZU7; Recombinant Scp1, phosphopeptide, malachite green phosphate absorbance; inhibition, % at 20 µM; 0.88% of 340,000 active;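 active = inhibition above about 50% at 20 µM, limit read from the data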;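 also: plate controls were DMSO wells with enzyme for no effect and wells lacking enzyme for full effect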
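Test system – truncated SCP-1 phosphatase (76-261aa) · Reagent – Phosphorylated 17-residue peptide substrate · Incubation – 45 min room-temperature reaction, 5 min colour, 30 min stabiliser · Detection – colorimetric phosphate reagent with accelerator and stabiliser, absorbance at 630 nm · Measure – % inhibition at 20 µM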
DNMT1 inh = inhibitors of human DNMT1; P26358; DNMT1 molecular beacon, Hinp1I cleavage, fluorescence; inhibition (reported as % activation of signal), % at 10 µM; 0.83% of 360,000 active; in the data active = inhibition above about 50%
LMPTP block = blocks human LMPTP phosphatase; P24666; recombinant LMPTP-A, OMFP fluorogenic substrate, fluorescence intensity; inhibition, % at 20 µM; 0.22% of 360,000 active; AID 651560;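 active = compounds that cut the enzyme signal by at least half of the control window in the single-dose screen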;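 also: plate controls were DMSO wells with enzyme plus substrate for no effect and substrate without enzyme for full effect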
Target sequence (P24666 whole entry, looked up): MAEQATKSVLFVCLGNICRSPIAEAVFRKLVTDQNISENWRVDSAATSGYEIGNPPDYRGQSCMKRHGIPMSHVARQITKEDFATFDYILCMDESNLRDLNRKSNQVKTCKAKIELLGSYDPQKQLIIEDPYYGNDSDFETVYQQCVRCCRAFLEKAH
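Test system – LMPTP-A phosphatase enzyme · Quantity – 0.625 nM LMPTP-A final · Reagent – OMFP substrate, 400 µM final · Dosing – one test concentration per compound, 20 µM, with 3% DMSO overall · Timing – 50 min enzyme reaction at room temperature, protected from light · Detection – fluorescence intensity · Controls – substrate-only low control, DMSO enzyme-plus-substrate high control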
SUMO1 PPI mod = alters human SUMO1 binding to SIM partners; inhibition, % at 20 µM; P63165; 0.33% of 360,000 active; SUMO1 binding to a labelled peptide, TR-FRET, 1 h; in the data active = inhibition above about 37%
Rpn11 inh = Rpn11 (human) deubiquitinase inhibition; O00487; human 26S proteasome, Ub4-pepOG fluorescence polarization; 20S core pre-blocked with epoxomicin; calls only at 20 µM; 0.59% of 360,000 active; AID 588493;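 active = inhibition at 20 µM, scaled to each plate's controls, above about 33%, limit read from the data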
Target sequence (O00487 whole entry, looked up): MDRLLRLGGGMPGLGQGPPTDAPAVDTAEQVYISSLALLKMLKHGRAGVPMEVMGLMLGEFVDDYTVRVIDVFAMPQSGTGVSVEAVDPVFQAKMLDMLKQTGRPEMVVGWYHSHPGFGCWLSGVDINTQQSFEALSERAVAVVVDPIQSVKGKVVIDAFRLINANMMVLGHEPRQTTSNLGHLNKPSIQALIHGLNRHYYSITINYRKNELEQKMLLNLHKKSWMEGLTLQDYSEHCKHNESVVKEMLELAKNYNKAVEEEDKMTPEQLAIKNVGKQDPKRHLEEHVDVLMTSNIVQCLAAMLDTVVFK
Neddylation inh = cullin neddylation inhibition. TR-FRET cullin neddylation, biochemical. calls only at 25 µM. 0.58% of 360,000 active; in the data active = inhibition above about 36%
NadD inh = inhibitors of Staphylococcus aureus NadD | inhibition, % at 20 µM | AID 602399 | 0.78% of 360,000 active | purified NadD enzyme, colorimetric absorbance read-out; in the data active = inhibition above about 26%; also: some compounds past the cut are filed as inactive
Rin1 Abl inh = inhibitors of human Rin1-Abl protein interaction | P00519+Q13671 | TR-FRET Rin1/Abl binding, biochemical | inhibition, % at 7.35 µM | 0.4% of 360,000 active | AID 588664; in the data active = inhibition above about 5%, passing the limit was not always enough
STEP block = STEP (human) phosphatase inhibition; P54829; inhibition, % at 20 µM; AID 588621; 0.25% of 360,000 active; recombinant STEP, OMFP fluorogenic substrate, fluorescence;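 active = inhibition at 20 µM, scaled per plate between control wells, above about 37%, limit read from the data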;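 also: 0% = DMSO with enzyme and substrate and 100% = substrate only without enzyme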
Target sequence (P54829 whole entry, looked up): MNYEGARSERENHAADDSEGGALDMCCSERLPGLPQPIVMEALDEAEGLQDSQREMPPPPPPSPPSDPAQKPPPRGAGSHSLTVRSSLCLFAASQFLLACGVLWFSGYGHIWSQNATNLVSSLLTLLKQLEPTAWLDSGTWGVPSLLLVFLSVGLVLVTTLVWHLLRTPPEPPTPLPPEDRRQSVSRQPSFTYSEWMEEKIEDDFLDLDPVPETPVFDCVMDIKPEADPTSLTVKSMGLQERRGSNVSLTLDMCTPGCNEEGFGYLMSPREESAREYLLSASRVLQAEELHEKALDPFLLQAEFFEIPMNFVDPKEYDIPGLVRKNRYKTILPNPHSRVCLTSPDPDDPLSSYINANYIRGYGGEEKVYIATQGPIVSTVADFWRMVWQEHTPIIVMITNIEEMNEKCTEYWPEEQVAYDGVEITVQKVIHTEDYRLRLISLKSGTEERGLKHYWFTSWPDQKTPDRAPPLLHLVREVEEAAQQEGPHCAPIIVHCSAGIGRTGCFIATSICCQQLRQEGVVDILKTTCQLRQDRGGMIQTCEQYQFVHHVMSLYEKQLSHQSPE
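material = STEP tyrosine phosphatase | reagent = fluorogenic phosphatase substrate OMFP at 25 µM final | doses = single compound dose of 20 µM, 1% DMSO final | schedule = 20 min reaction, room temperature, in the dark | measured by = fluorescence, 480/540 nm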
CSN deneddyl inh = inhibitors of human CSN-mediated cullin deneddylation; 0.38% of 360,000 active; Purified CSN, SCF-Nedd8-OG deneddylation, fluorescence polarization; inhibition, % at 12.5 µM; Q92905;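 active = pattern-corrected inhibition above about 35%, with an unprinted fluorescence ratio check between 0.5 and 1.5, limit read from the data, passing the limit was not always enough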;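 also: 0% = enzyme with substrate and 100% = substrate without enzyme; some results filed as inactive read as strong as hits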
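Assay system: Purified human Csn5 enzyme expressed in HEK293T cells | Amount: Enzyme 0.24 nM | Measured by: Fluorescence polarization readout | Medium: Tris/NaCl/DTT buffer, pH 7.5 | Compound dosing: One concentration, 12.5 µM, 0.25% DMSO | Times: 90 min incubation of compound, enzyme and substrate at room temperature | Control set: no-enzyme wells high, enzyme-with-substrate wells low | Read-out: % inhibition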
* marks the source's active call; other numbers are inactive results; i = inactive; . = not tested or not shown.

The first 2 entries, ahead of the listing:
| Rin1 Abl inh | LMPTP block | STEP block | Scp-1 inhibitor | DNMT1 inh | Neddylation inh | NadD inh | SUMO1 PPI mod | Rpn11 inh | CSN deneddyl inh | SMILES |
| --- | --- | --- | --- | --- | --- | --- | --- | --- | --- | --- |
| 3 | -2.6 | 2 | -4 | 2 | i | 3 | -2 | i | 0 | Clc1ccc2nc(CN3CCCCC3)cn2c1 |
| 1 | -1.1 | -3 | 1 | -14 | i | -5 | 1 | i | -1 | O=C(CCCN1CCc2[nH]c3ccc(F)cc3c2C1)c1ccc(F)cc1 |

The listing, from the first entry:
| Rin1 Abl inh | LMPTP block | STEP block | Scp-1 inhibitor | DNMT1 inh | Neddylation inh | NadD inh | SUMO1 PPI mod | Rpn11 inh | CSN deneddyl inh | SMILES |
| --- | --- | --- | --- | --- | --- | --- | --- | --- | --- | --- |
| 3 | -2.6 | 2 | -4 | 2 | i | 3 | -2 | i | 0 | Clc1ccc2nc(CN3CCCCC3)cn2c1 |
| 1 | -1.1 | -3 | 1 | -14 | i | -5 | 1 | i | -1 | O=C(CCCN1CCc2[nH]c3ccc(F)cc3c2C1)c1ccc(F)cc1 |
| -1 | -0.3 | 0 | 31 | 0 | i | 2 | 2 | i | 0 | COc1ccc(CCNC(=O)CN(C)S(=O)(=O)c2ccc3c(c2)CCC(=O)N3)cc1OC |
| 0 | -1.2 | -1 | -2 | 12 | i | -6 | -1 | i | 2 | CN(Cc1nc(-c2cccnc2)no1)S(=O)(=O)c1ccc(Br)cc1 |
| 2 | 2.4 | 4 | -16 | -2 | i | -4 | 8 | i | -1 | C=CCn1c(Cc2ccccc2)nc2c(cnn2-c2ccccc2)c1=O |
| 2 | -0.1 | 0 | -3 | -5 | i | 11 | -6 | i | -4 | CCC(=NNC(=O)c1ccc2c(c1)nc(C)n2CC)c1cc(F)ccc1O |
| -1 | -1.7 | 2 | -4 | -2 | i | -4 | -5 | i | 0 | CCC(=O)Nc1sc2c(c1C(N)=O)CCN(Cc1ccccc1)C2 |
| -4 | -2.1 | -4 | -4 | 3 | i | -4 | 2 | i | 3 | COC(=O)[C@]1(C)N[C@H](CN(C)C(=O)c2ccc(C(C)(C)C)cc2)[C@@H]2C(=O)N(C)C(=O)[C@@H]21 |
| -1 | -1.6 | -1 | -21 | 3 | i | -6 | 4 | i | -2 | COc1ccc(CNC(=O)c2c(O)c3ccccc3n(C)c2=O)cc1OC |
| 0 | -1.8 | -2 | -2 | -3 | i | -1 | 3 | i | -4 | Cc1nn(Cc2ccc(C(=O)N3N=C(C(F)F)CC3(O)C(F)F)o2)c(C)c1[N+](=O)[O-] (configuration not stated) |
| -3 | 1.7 | 1 | -3 | 5 | i | 0 | -5 | i | 0 | CCOc1ccc2cc(S(=O)(=O)N3CCN(C)CC3)ccc2c1 |
| -1 | -1.5 | -2 | -7 | -1 | i | -6 | 0 | i | -12 | Cc1ccc(NC(=O)Nc2c(C)n(C)n(-c3ccccc3)c2=O)cc1C |
| 6 | 0.1 | 0 | -1 | -4 | i | -1 | 11 | i | -2 | O=C(O)C(Cc1c[nH]c2ccccc12)N1Cc2ccccc2C1=O (configuration not stated) |
| -1 | 2.3 | -1 | -1 | 1 | i | -3 | 1 | i | 2 | Cc1cc(=O)n(Cc2ccc(OC(C)C)cc2)c(=S)[nH]1 |
| 0 | 0.5 | 4 | -9 | -1 | i | 3 | 1 | i | -4 | CCCCC(CC)COC(=O)CCCCC(=O)OCC(CC)CCCC (configuration not stated) |
| -8 | 0.5 | 2 | -6 | 3 | i | 0 | 0 | i | -4 | COC(=O)c1ccccc1NC(=O)c1cc2sccc2n1C |
| 1 | -2.9 | 4 | 0 | 2 | i | -3 | 4 | i | 0 | Cc1cc(Br)ccc1N=C1NC(=O)CS1 |
| 4 | 0.5 | 0 | -2 | 1 | i | -6 | 5 | i | 4 | O=C(Nc1ccc(Br)cc1)c1cccc(N2C(=O)CCC2=O)c1 |
| -2 | 7.3 | 3 | -12 | -2 | i | -1 | 0 | i | 6 | C=CCn1c(SCC(=O)N2CCc3ccccc3C2)nc2sc(C)c(C)c2c1=O |
| 1 | -0.7 | -1 | -4 | 3 | i | -7 | 4 | i | -2 | Cc1cccc(NC(=O)CSCC(=O)N2CCCc3ccccc32)c1 |
| 1 | -1.2 | -3 | . | -3 | i | -5 | 2 | i | 1 | O=C(NCCCN1CCOCC1)c1ccccc1N1C(=O)[C@@H]2Cc3c([nH]c4ccccc34)C(c3ccccc3)N2C1=O (some centres not stated) |
| 2 | -1.5 | -2 | 7 | 1 | i | 1 | 0 | i | 1 | Cc1nc2ccsc2c(=O)n1-c1cccc(Cl)c1 |
| 1 | -1.4 | 3 | -8 | 0 | i | -4 | 3 | i | 3 | CN(CC(=O)Nc1ccccc1Br)C(=O)CNC(=O)C1CCCCC1 |
| -4 | -2.7 | -7 | 9 | 3 | i | 2 | 1 | i | -2 | CCOC(=O)C(=O)NC12CC3CC(CC(C3)C1)C2 |
| 2 | -1.0 | -3 | -8 | 1 | i | -1 | 0 | i | -3 | COc1ccccc1C(CNC(=O)c1cc(S(=O)(=O)N2CCOCC2)ccc1C)N1CCCC1 (configuration not stated) |
| 1 | 2.7 | -2 | -13 | 4 | i | 12 | -1 | i | 4 | CC1CCc2sc(C(=O)N/N=C/C3CCCCC3)cc2C1 (configuration not stated) |
| -1 | 0.0 | -2 | -1 | 3 | i | -4 | 0 | i | -1 | CC(=O)N/N=C(\C)c1ccc(Br)cc1Br |
| -6 | -0.1 | 0 | -14 | 5 | i | -2 | -2 | i | -8 | CCCCCCCCC(=O)NCCOc1ccccc1 |
| -2 | -0.2 | -3 | -5 | 0 | i | 1 | 0 | i | 3 | O=C(Cn1cc(C(F)(F)F)ccc1=O)N1CCN(S(=O)(=O)c2ccc(Cl)cc2)CC1 |
| -2 | 2.3 | 5 | -12 | -2 | i | -6 | 2 | i | 7 | Cc1ccc(/C=N/NC(=O)c2sccc2OCc2ccc(F)cc2)cc1 |
| -3 | -0.3 | 3 | -6 | -5 | i | -1 | -30 | i | -8 | COc1ccccc1-c1cc(N)n(S(=O)(=O)c2cccc3nsnc23)n1 |
| -1 | -0.1 | 3 | 4 | -1 | i | -2 | 1 | i | 2 | CCCCN(C)C(=O)c1ccc(S(=O)(=O)N2CCOCC2)cc1 |
| 1 | -1.5 | 1 | -3 | 2 | i | 3 | 9 | i | -5 | COc1ccc(NC(=O)c2ccc3c(c2)S(=O)(=O)N=C2CCCCCN23)cc1S(N)(=O)=O |
| 3 | -1.9 | -5 | -20 | -3 | i | -5 | -28 | i | -4 | COc1ccc(C(=O)C(C)[n+]2ccc(-c3nnc4n3CCCCC4)cc2)cc1 (configuration not stated) |
| -3 | 80* | 43* | 1 | 65* | i | 11 | -7 | i | 2 | COc1ccc(Nc2nc(=O)c3cc([N+](=O)[O-])ccc3s2)cc1 |
| -4 | 1.5 | 3 | -1 | -3 | i | -4 | -3 | i | -2 | Cc1oc(-c2cccc(Cl)c2)nc1CN1CCC(C(=O)N2CCN(c3ccccc3F)CC2)CC1 |
| 5.0* | -1.5 | 2 | -7 | 4 | i | -2 | -2 | i | -1 | CCN(CC)CCCNC(=O)C1c2ccccc2Oc2ccccc21 |
| 2 | -0.4 | -2 | -13 | 1 | i | -4 | 5 | i | -2 | CCCCOc1ccc(C(=O)N(Cc2ccccc2)C2CCS(=O)(=O)C2)cc1 (configuration not stated) |
| 6 | 0.1 | -1 | -5 | 8 | i | -1 | -1 | i | -5 | Fc1ccccc1Cc1noc(CN2CCN(c3ccc(Cl)cn3)CC2)n1 |
| -1 | -0.7 | -2 | . | 15 | i | -7 | 1 | i | 3 | CC(C)(C)c1ccc(C(O)c2ncc(-c3ccccc3F)[nH]2)cc1 (configuration not stated) |
| 2 | 0.1 | 0 | 11 | 0 | i | -1 | 0 | i | -2 | O=C(Nc1ccccc1)N1CCC(n2c(=O)[nH]c3ccccc32)CC1 |
| 1 | -1.9 | 0 | -5 | 0 | i | 4 | 1 | i | -5 | CC(C)(C)C1=C(C#N)C(c2cccnc2)C(C#N)=C(N)O1 (configuration not stated) |
| -5 | -0.3 | 0 | 52* | -9 | i | 8 | -2 | i | -2 | O=C(NCC(=O)N(Cc1cccs1)C(C(=O)NC1CCCCC1)c1ccncc1)c1ccco1 (configuration not stated) |
| 0 | -1.7 | 2 | -6 | 0 | i | 2 | -14 | i | -1 | CN1/C(=C\C(=O)c2ccco2)c2ccccc2CC1(C)C |
| -5 | -0.7 | -4 | -1 | 3 | i | -5 | 0 | i | 0 | OCC1CCCN1C(=S)Nc1ccccc1 (configuration not stated) |
| 0 | 0.2 | 2 | 4 | 1 | i | 1 | 2 | i | 3 | COc1ccc(C2C3=C(CC(C)(C)CC3=O)Nc3c2c(=O)n(C)c(=O)n3C)cc1OC (configuration not stated) |
| 2 | -0.9 | -4 | -2 | 2 | i | 4 | -1 | i | -2 | O=C(NC1CC2CCC1C2)C1CCN(S(=O)(=O)c2ccc(-c3nn[nH]n3)cc2)CC1 (configuration not stated) |
| -4 | 0.0 | 1 | . | 14 | i | 9 | -6 | i | 0 | NC(Cc1ccc(F)cc1)c1csc(Nc2ccc(S(N)(=O)=O)cc2)n1 (configuration not stated) |
| -5 | 0.7 | 0 | -7 | 3 | i | 4 | -9 | i | 1 | Cc1nc(-c2cccnc2)sc1C(=O)Nc1cccc(C(F)(F)F)c1 |
| -4 | -3.7 | 4 | -9 | -3 | i | 0 | 0 | i | 0 | CN1CCN(C(=S)NC(=O)/C=C/c2ccccc2Cl)CC1 |
| 2 | 0.2 | -2 | 2 | -2 | i | 3 | 4 | i | 7 | CCOC(=O)CSc1nnc(-c2cc(OC)c(OC)c(OC)c2)o1 |
| 1 | -0.6 | 0 | -4 | 1 | i | -6 | -16 | i | 6 | CC(=O)c1cccc(NC(=O)C2CCN(C(=O)c3ccc([N+](=O)[O-])cc3)CC2)c1 |
| -1 | -4.7 | 0 | -7 | 5 | i | 4 | 9 | i | -5 | COc1ccc(C(c2c(N)[nH]c(=S)[nH]c2=O)c2c(N)[nH]c(=S)[nH]c2=O)cc1 |
| 2 | -2.7 | -1 | 1 | 2 | i | -9 | 3 | i | -1 | Cn1cc(CN2CCCCC2C(=O)Nc2ccc(-n3cccn3)cc2)cn1 (configuration not stated) |

Rewritten with each value named: part of the list above.
Cc1oc(-c2cccc(Cl)c2)nc1CN1CCC(C(=O)N2CCN(c3ccccc3F)CC2)CC1
  Rin1 Abl inh: -4 | LMPTP block: 1.5 | STEP block: 3 | Scp-1 inhibitor: -1 | DNMT1 inh: -3 | Neddylation inh: i | NadD inh: -4 | SUMO1 PPI mod: -3 | Rpn11 inh: i | CSN deneddyl inh: -2

COc1ccc(C2C3=C(CC(C)(C)CC3=O)Nc3c2c(=O)n(C)c(=O)n3C)cc1OC (configuration not stated)
  Rin1 Abl inh: 0 | LMPTP block: 0.2 | STEP block: 2 | Scp-1 inhibitor: 4 | DNMT1 inh: 1 | Neddylation inh: i | NadD inh: 1 | SUMO1 PPI mod: 2 | Rpn11 inh: i | CSN deneddyl inh: 3
